ATXN2 expr inh: reduces ATXN2 reporter expression in HEK-293 cells; 0.72% of 360,000 active; Potency, µM (doses to about 57 µM), for the others: top-dose activity change, negative = inhibition, hits mostly inhibitors; HEK-293 ATXN2-luciferase reporter, luminescence, 24 h; note: potency is the fitted concentration of half-maximal effect; % is set by controls: 0 for no effect and ±100 for the full control effect; nearly all actives have a fitted effect of over 55% in size
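ATXN2-luciferase reporter cells (luciferase flanked by upstream and downstream ATXN2 gene portions) were treated 24 h at 37 °C with compounds at up to 57 uM. SteadyGlo luminescence gave expression; GF-AFC fluorescence gave viability.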
SW480 rerep: inducers of DNA re-replication in SW480 colon cancer cells. SW480 DNA re-replication, Hoechst DNA content imaging, 48 h. Potency, µM (series often up to 46.1 µM), without a hit: at the top dose re-replication activation, usual class: activators. 1.8% of 340,000 active; note: potency is the fitted concentration of half-maximal effect; % of control where 0% means no effect; nearly all actives have a fitted effect of over 55% in size
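Treated cells incubate 48 hr (37 C, 5% CO2), are stained 40 min with Hoechst, and nuclear fluorescence is enumerated; a rise in nuclei with high DNA signal marks re-replication.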
IL-1B inflam inh: blocks inflammasome-driven IL-1 beta release; THP-1 LPS/ATP IL-1B secretion, AlphaLISA, 16 h; stronger effect = lower value; activity change, % at 57.5 µM; 4.7% of 360,000 active; in the data active = activity change below about -50%; inconclusive = mostly about -30% to -49%; note: % is set by controls: 0 for no effect and ±100 for the full control effect
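Secreted IL-1B measured by AlphaLISA bead assay after 16 h compound exposure of THP-1 cells; compounds (final up to 57.5 uM) added 1 h before LPS (250 ng/mL) and ATP (1.25 mM) stimulation; lower signal means less secretion.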
HT1080 IDH1KD tx: HT-1080 IDH1 knockdown cell toxicity (counter line); Potency, µM (titrated, usually from 46.1 µM), inactives show top-dose activity, negative = toxicity, hits mostly cytotoxic; AID 686971; HT-1080 IDH1 knockdown viability, ATP luminescence, 48 h; 2% of 360,000 active;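 note: potency is the fitted concentration of half-maximal effect; 0% = DMSO wells and -100% = cell-free medium wells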
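IDH1KD HT-1080 cells, 750/well, RPMI + 5% FBS; compound pinned after 2 h settling; 48 h, 37 °C; CellTiter-Glo luminescence; % activity normalised to DMSO and no-cell wells; curves fitted, classed by r2 and efficacy.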
MCF10A rerep: inducers of DNA re-replication in MCF 10A breast cells | 2.9% of 350,000 active | Potency, µM (top dose mostly 46.1 µM), inactives show at the highest dose activity, positive = re-replication, most hits filed as activators | MCF 10A DNA re-replication, Hoechst nuclear intensity, 48 h | AID 624296; note: potency is the fitted concentration of half-maximal effect; % of control where 0% means no effect; nearly all actives have a fitted effect of over 50% in size
KB-3-1 cytotox: kills parental KB-3-1 adenocarcinoma cells | KB-3-1 viability, CellTiter-Glo ATP luminescence, 72 h | Potency, µM (titrated, usually from 46.1 µM), for inactives: top-dose activity change, negative = cytotoxic, actives largely listed as cytotoxic | 1.4% of 400,000 active; note: potency is the fitted concentration of half-maximal effect; % is set by controls: 0 for no effect and ±100 for the full control effect; nearly all actives have a fitted effect of over 60% in size
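Luminescent ATP read-out (CellTiter-Glo) measures survival of drug-naive KB-3-1 cells after 72 h compound exposure at 37 °C. Titration series was screened from lowest to highest concentration, with DMSO vehicle plates as background controls.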
HT1080NT lethal: kills 2HG-producing HT-1080-NT fibrosarcoma cells; Potency, µM (highest dose often 46.1 µM), for inactives: top-dose activity, negative = less viability, hits mostly cytotoxic; 1.6% of 360,000 active; HT-1080-NT fibrosarcoma viability, CellTiter-Glo ATP luminescence, 48 h; AID 686970;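 note: NT is the 2HG producing partner of a matched IDH1 knockdown line; potency is the fitted concentration of half-maximal effect; 0% = DMSO-treated cells and -100% = media-only wells without cells; nearly all actives have a fitted effect of over 55% in size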
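750 cells/well, RPMI + 5% FBS; 2 h settle, compound pin-transfer, 48 h at 37 degrees C. CellTiter-Glo 10 min RT, luminescence. Normalized to DMSO and media-only wells.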
WRN helicase inh: WRN helicase (human) inhibition. AID 651768. Potency, µM (top dose mostly 114 µM), without a hit: at the highest dose activity change, negative = inhibition, most hits filed as inhibitors. WRN helicase unwinding, fluorescent forked duplex, kinetic. Q14191. 0.46% of 360,000 active; note: potency is the fitted concentration of half-maximal effect; % is set by controls: 0 for no effect and ±100 for the full control effect; nearly all actives have a fitted effect of over 55% in size
Target sequence (Q14191 whole entry, looked up): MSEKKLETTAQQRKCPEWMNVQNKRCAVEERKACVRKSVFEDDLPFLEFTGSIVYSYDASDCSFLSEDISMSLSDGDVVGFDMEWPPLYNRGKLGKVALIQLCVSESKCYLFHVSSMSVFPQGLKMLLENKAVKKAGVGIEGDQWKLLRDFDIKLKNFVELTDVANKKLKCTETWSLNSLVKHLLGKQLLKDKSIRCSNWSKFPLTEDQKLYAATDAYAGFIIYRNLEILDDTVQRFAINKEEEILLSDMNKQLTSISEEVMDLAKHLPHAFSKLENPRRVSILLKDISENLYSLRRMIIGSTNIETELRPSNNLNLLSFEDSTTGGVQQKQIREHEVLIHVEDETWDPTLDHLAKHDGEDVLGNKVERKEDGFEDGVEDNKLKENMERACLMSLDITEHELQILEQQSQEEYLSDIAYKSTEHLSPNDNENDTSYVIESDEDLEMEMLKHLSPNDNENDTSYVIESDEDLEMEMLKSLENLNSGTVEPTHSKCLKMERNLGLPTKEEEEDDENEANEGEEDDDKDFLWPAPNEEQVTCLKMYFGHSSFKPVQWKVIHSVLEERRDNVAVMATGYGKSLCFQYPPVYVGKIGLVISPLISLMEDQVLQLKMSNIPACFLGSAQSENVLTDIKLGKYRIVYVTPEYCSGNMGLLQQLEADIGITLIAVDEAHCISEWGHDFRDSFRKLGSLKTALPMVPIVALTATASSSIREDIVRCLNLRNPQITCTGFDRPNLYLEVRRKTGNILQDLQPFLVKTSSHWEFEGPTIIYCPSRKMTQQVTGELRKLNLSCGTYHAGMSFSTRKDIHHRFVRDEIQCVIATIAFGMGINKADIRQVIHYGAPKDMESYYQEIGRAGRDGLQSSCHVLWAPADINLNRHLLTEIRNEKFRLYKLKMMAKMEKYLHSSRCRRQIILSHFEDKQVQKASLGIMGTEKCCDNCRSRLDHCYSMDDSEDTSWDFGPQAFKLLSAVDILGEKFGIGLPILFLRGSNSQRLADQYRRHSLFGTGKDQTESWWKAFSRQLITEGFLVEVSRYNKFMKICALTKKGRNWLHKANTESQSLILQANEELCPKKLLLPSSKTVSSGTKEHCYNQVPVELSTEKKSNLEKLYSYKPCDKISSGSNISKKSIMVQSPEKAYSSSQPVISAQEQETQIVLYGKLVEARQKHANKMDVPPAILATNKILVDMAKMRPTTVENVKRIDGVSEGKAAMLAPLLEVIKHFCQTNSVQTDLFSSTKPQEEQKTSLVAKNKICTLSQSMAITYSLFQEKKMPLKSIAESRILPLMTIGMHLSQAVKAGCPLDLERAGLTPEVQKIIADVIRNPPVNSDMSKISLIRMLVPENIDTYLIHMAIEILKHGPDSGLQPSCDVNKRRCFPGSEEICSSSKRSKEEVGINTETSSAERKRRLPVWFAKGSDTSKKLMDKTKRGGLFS
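Screening of the MLSMR collection measured strand separation of a quenched forked DNA duplex (100 nM) by 20 nM WRN with 2 mM ATP, all final. Compounds were preincubated with enzyme 15 min at room temperature.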
KB-V1 cytotox: kills drug-selected multidrug resistant KB-V1 cells | KB-V1 MDR cells viability, CellTiter-Glo, 72 h | Potency, µM (highest dose often 46.1 µM), for the others: at the highest dose activity change, negative = cytotoxicity, actives largely listed as cytotoxic | 3.4% of 400,000 active | AID 1347076; note: potency is the fitted concentration of half-maximal effect; % is set by controls: 0 for no effect and ±100 for the full control effect; nearly all actives have a fitted effect of over 60% in size
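Potencies derive from concentration-effect curves fitted to normalized luminescence (CellTiter-Glo) of KB-V1 cells treated for 72 h at 37 degrees C in phenol-red-free DMEM containing 10% FBS.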
The depositor's hits bear a star; [ ] = another dose, or the depositor's remark. Unless noted, calls come from the whole dose curve; as a rule, active = well fitted curve in the direction sought with a large enough effect; inconclusive = small, poorly fitted or top-dose-only effect, or another doubt; inactive = no such curve, though single readings can be large; an effect the other way counts as inactive or inconclusive. Compounds as they come. About 12% of those tested had a hit in this group.

Cc1c(C(=O)N2CCOCC2)oc2c1C(=O)CC(C)(C)C2 was read as ATXN2 expr inh -1%, SW480 rerep 5%, IL-1B inflam inh -3, HT1080 IDH1KD tx -1%, MCF10A rerep 4%, KB-3-1 cytotox 13%, HT1080NT lethal -5%, WRN helicase inh 2% and KB-V1 cytotox -27%.
`COc1ccc(Br)cc1CNC(=O)CCc1nc(-c2ccccc2F)no1` gave ATXN2 expr inh -1%, SW480 rerep 0%, IL-1B inflam inh -1, HT1080 IDH1KD tx -11%, MCF10A rerep -4%, KB-3-1 cytotox 1%, HT1080NT lethal -4%, WRN helicase inh -3% and KB-V1 cytotox -20%.
For O=C(C1CC1)N1N=C(c2ccc(Br)cc2)CC1(O)C(F)(F)F (stereo unspecified) the results were SW480 rerep -8%, IL-1B inflam inh -21, HT1080 IDH1KD tx 8%, MCF10A rerep -5%, KB-3-1 cytotox -3%, HT1080NT lethal 3%, WRN helicase inh -8% and KB-V1 cytotox 6%.
Screening CCn1cc(CN2CCC(n3nccc3NC(=O)c3cccc(F)c3)CC2)c(C)n1 returned ATXN2 expr inh -11%, SW480 rerep 1%, IL-1B inflam inh 0, HT1080 IDH1KD tx -2%, MCF10A rerep -4%, KB-3-1 cytotox 10%, HT1080NT lethal -2%, WRN helicase inh -3% and KB-V1 cytotox 21%.
Screening COC(=O)c1c(NC(=O)c2ccccc2)sc2c1CC(C)(C)OC2 returned ATXN2 expr inh 47%[activator], SW480 rerep -6%, IL-1B inflam inh -15, HT1080 IDH1KD tx -3%, MCF10A rerep -6%, KB-3-1 cytotox -23%, HT1080NT lethal 7%[9.24 µM], WRN helicase inh -1% and KB-V1 cytotox inconclusive.
`CCc1ccc(OS(=O)(=O)c2cn(C)c(=O)n(C)c2=O)cc1` gave ATXN2 expr inh 1%, SW480 rerep -2%, IL-1B inflam inh -4, HT1080 IDH1KD tx 14%, MCF10A rerep 0%, KB-3-1 cytotox 0%, HT1080NT lethal 2%, WRN helicase inh 0% and KB-V1 cytotox -14%.
N#Cc1cccnc1N1CCN(C(=O)c2cccc3c2C(=O)c2ccc(Cl)cc2S3(=O)=O)CC1 was read as ATXN2 expr inh inconclusive, SW480 rerep 4%, IL-1B inflam inh -99*, HT1080 IDH1KD tx -24%, MCF10A rerep 0%, KB-3-1 cytotox inconclusive, HT1080NT lethal inconclusive, WRN helicase inh -16% and KB-V1 cytotox 13%.
Screening O=C(CSc1nncn1-c1ccccc1)Nc1ccc(F)cc1F returned ATXN2 expr inh 1%, SW480 rerep -10%, IL-1B inflam inh -7, HT1080 IDH1KD tx 15%, MCF10A rerep -1%, KB-3-1 cytotox 4%, HT1080NT lethal 19%, WRN helicase inh -18% and KB-V1 cytotox -24%.
For Cc1ccc(S(=O)(=O)N(C)CC(=O)O/N=C(\N)c2cccc(Br)c2)cc1 the results were ATXN2 expr inh -16%, SW480 rerep 1%, IL-1B inflam inh 9, HT1080 IDH1KD tx -12%, MCF10A rerep 27%, KB-3-1 cytotox -3%, HT1080NT lethal 0%, WRN helicase inh -21% and KB-V1 cytotox -9%.
For Cc1cnc(C(=O)N(c2ccccc2)C(c2ccccc2)c2nc3ccccc3[nH]2)cn1 (stereo unspecified) the results were ATXN2 expr inh 39%[activator], IL-1B inflam inh 20, HT1080 IDH1KD tx -18%, KB-3-1 cytotox 0%, HT1080NT lethal 9%, WRN helicase inh 0% and KB-V1 cytotox 0%.
O=C(NCc1ccc(F)cc1)C1CCCN1C(=O)Nc1ccccc1 (stereo unspecified) was read as ATXN2 expr inh -2%, SW480 rerep -18%, IL-1B inflam inh 0, HT1080 IDH1KD tx -3%, MCF10A rerep inconclusive, KB-3-1 cytotox -7%, HT1080NT lethal 1%, WRN helicase inh 11% and KB-V1 cytotox -13%.
`COC(=O)c1sccc1NS(=O)(=O)c1ccc(F)cc1F` gave SW480 rerep -5%, IL-1B inflam inh 48, HT1080 IDH1KD tx -10%, MCF10A rerep 9%, KB-3-1 cytotox 1%, HT1080NT lethal 3%, WRN helicase inh 4% and KB-V1 cytotox -1%.
For COC(=O)[C@H](Cc1ccccc1)NC(=O)/C=C/[C@H]1O[C@@H](n2cc(C)c(=O)[nH]c2=O)C[C@@H]1O the results were ATXN2 expr inh 3%, IL-1B inflam inh 17, HT1080 IDH1KD tx 28%, KB-3-1 cytotox 0%, HT1080NT lethal 17%, WRN helicase inh -1% and KB-V1 cytotox 16%.
O=C(CCc1ccccc1)N=C1SC2CS(=O)(=O)CC2N1c1ccccc1F (stereo unspecified) was read as ATXN2 expr inh 10%, SW480 rerep -21%, IL-1B inflam inh -1, HT1080 IDH1KD tx -6%, MCF10A rerep 1%, KB-3-1 cytotox 0%, HT1080NT lethal 7%, WRN helicase inh 2% and KB-V1 cytotox 12%.
Screening N#C/C(=C\c1ccc(-c2cccc(C(F)(F)F)c2)o1)C(=O)Nn1cnnc1 returned ATXN2 expr inh 2%, SW480 rerep 5%, IL-1B inflam inh -15, HT1080 IDH1KD tx -8%, MCF10A rerep -3%, KB-3-1 cytotox 8%, HT1080NT lethal -3%, WRN helicase inh inconclusive and KB-V1 cytotox -1%.
`COc1cccc(NC(=O)COC(=O)CCCC2=NS(=O)(=O)c3ccccc3N2)c1` gave ATXN2 expr inh 3%, SW480 rerep 1%, IL-1B inflam inh -9, HT1080 IDH1KD tx -12%, MCF10A rerep -1%, KB-3-1 cytotox 1%, HT1080NT lethal 1%, WRN helicase inh 0% and KB-V1 cytotox 11%.
COc1ccccc1NC(=S)NN1CCN(C)CC1 was read as ATXN2 expr inh -8%, SW480 rerep -5%, IL-1B inflam inh -10, HT1080 IDH1KD tx 21%, MCF10A rerep 0%, KB-3-1 cytotox 3%, HT1080NT lethal 27%, WRN helicase inh 1% and KB-V1 cytotox 19%.
CC(C)C[C@H](NC(=O)c1[nH]cnc1C(=O)Nc1ccccc1F)C(=O)OC(C)(C)C was read as ATXN2 expr inh inconclusive, IL-1B inflam inh -2, HT1080 IDH1KD tx inconclusive, KB-3-1 cytotox inconclusive, HT1080NT lethal -23%, WRN helicase inh -15% and KB-V1 cytotox inconclusive.
`CC[n+]1c(/C=C/Nc2ccccc2)oc2ccc(OC)cc21` gave ATXN2 expr inh -18%, SW480 rerep inconclusive, IL-1B inflam inh -18, HT1080 IDH1KD tx -1%, MCF10A rerep 18µM*, KB-3-1 cytotox -1%, HT1080NT lethal -14%, WRN helicase inh 1% and KB-V1 cytotox -4%.
Screening CSc1ccccc1OCc1cc(C(=O)N2CCSCC2)no1 returned ATXN2 expr inh 67%[activator], SW480 rerep -2%, IL-1B inflam inh -12, HT1080 IDH1KD tx -1%, MCF10A rerep inconclusive, KB-3-1 cytotox -3%, HT1080NT lethal -2%, WRN helicase inh -33% and KB-V1 cytotox inconclusive.
For CNC(=S)N1CCN=C1Nc1nc(C)cc(C)n1 the results were ATXN2 expr inh 18%[11.3 µM], SW480 rerep -14%, IL-1B inflam inh -5, HT1080 IDH1KD tx 27%, MCF10A rerep 1%, KB-3-1 cytotox 4%, HT1080NT lethal 0%, WRN helicase inh -12% and KB-V1 cytotox 14%.
COC(=O)c1ccccc1NC(=O)CSc1nc(O)c(-c2ccccc2)c(=O)[nH]1 was read as ATXN2 expr inh -1%, SW480 rerep 0%, IL-1B inflam inh 17, HT1080 IDH1KD tx 3%, MCF10A rerep 0%, KB-3-1 cytotox -1%, HT1080NT lethal 1%, WRN helicase inh -2%[11.6 µM] and KB-V1 cytotox 1%.
Screening CCC(C)c1ccccc1NC(=O)COC(=O)c1ccc(N2CCCC2)c([N+](=O)[O-])c1 (stereo unspecified) returned ATXN2 expr inh 6%, SW480 rerep -4%, IL-1B inflam inh 19, HT1080 IDH1KD tx -2%, MCF10A rerep 5%, KB-3-1 cytotox 0.0023µM*, HT1080NT lethal 1%, WRN helicase inh -10% and KB-V1 cytotox -9%.
For O=C(NCc1ccncc1)[C@@H]1CCCN1C(=O)[C@@H]1CCCN1 the results were ATXN2 expr inh 8%, IL-1B inflam inh -5, HT1080 IDH1KD tx inconclusive, KB-3-1 cytotox inconclusive, HT1080NT lethal 13%, WRN helicase inh -4% and KB-V1 cytotox inconclusive.
For O=C(CSc1nnc(CN2CCOCC2)n1-c1ccccc1)Nc1ccc(Cl)cc1 the results were ATXN2 expr inh -10%, SW480 rerep 1%, IL-1B inflam inh -21, HT1080 IDH1KD tx -15%, MCF10A rerep inconclusive, KB-3-1 cytotox 4%, HT1080NT lethal -12%, WRN helicase inh -8% and KB-V1 cytotox inconclusive.
Screening CCOC(=O)CN1C(=O)N[C@H](c2ccc(Br)cc2)C(C(C)=O)=C1C returned ATXN2 expr inh -10%, SW480 rerep inconclusive, IL-1B inflam inh -5, HT1080 IDH1KD tx 2%, MCF10A rerep 6.5µM*, KB-3-1 cytotox 6%, HT1080NT lethal 11%, WRN helicase inh -9% and KB-V1 cytotox 16%.
For O=C(NNC(=O)c1cc(-c2ccncc2)nc2ccccc12)c1ccccc1F the results were ATXN2 expr inh 43%[activator], SW480 rerep -5%, IL-1B inflam inh 2, HT1080 IDH1KD tx 8%, MCF10A rerep -5%, KB-3-1 cytotox inconclusive, HT1080NT lethal 8%, WRN helicase inh -8% and KB-V1 cytotox inconclusive.

Screens deposited in PubChem BioAssay by National Center for Advancing Translational Sciences (NCATS).
